# miR-122 sensor – miR-122 inhibition in Huh7 cells. Huh7 miR-122 Renilla luciferase sensor, 48 h; neutral wells = 0, positive control = 100. activation (reporter increase), % at 12.5 µM. hit rate 0.3% among 340,000;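 active = mean replicate activation score at least 90 and every replicate individually at or above 90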;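 also: higher luciferase means less miR-122 activity so hits act as miR-122 inhibitors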
# * = called active by the depositor. The list is partial (hit frequency here may not be typical).
SMILES,miR-122 sensor
CCn1cc(C=C2C(=O)c3ccccc3C2=O)c2ccccc21,4
Cc1ccc(C)c(NC(=S)NNC(=O)c2csc3c2CCC(C)C3)c1 (configuration not stated),-1
CCCSc1nc(C)c(CC(=O)OCC)c(=O)[nH]1,-2
Cc1ccc(CNc2cc(-c3nn4c(C)nnc4s3)ccc2C)s1,4
COc1cc(C)nc(NC(=O)COc2ccc(Cl)cc2C)n1,1
COCc1c(C(=O)OCc2nc(N)nc(Nc3ccccc3C)n2)oc2ccccc12,1
Cc1cc(C)nc(SCC(=O)c2cc3ccccc3oc2=O)n1,7
CC(C)C(=O)Nc1cccc(-c2nc3ccccc3o2)c1,-3
CCNC(=O)CN1C(=O)NC2(CCCCCC2)C1=O,-10
COCc1nnc(NS(=O)(=O)c2ccccc2)s1,-1
CCOC(=O)CSc1nnc([C@H](Cc2ccccc2)NC(=O)OC(C)(C)C)o1,12
CCCCN(Cc1cc2cc(OC)ccc2[nH]c1=O)C(=O)COc1ccccc1,5
CCOc1cc(CNCCc2ccc(S(N)(=O)=O)cc2)ccc1OCc1ccccc1,-5
O=C(O)CSc1cc(C(F)(F)F)nc(-c2ccccn2)n1,-3
C#CC[N+]1(CC#Cc2ccccc2)CCOCC1,-2
C/C(Cc1ccccc1)=N\NC(=O)CCCCCC(=O)N/N=C(\C)Cc1ccccc1,-12
CCN(CC)S(=O)(=O)c1cc(Br)c(C)cc1OC,16
Cc1ccc(C)c(NS(=O)(=O)c2cc(C(=O)NCc3ccccn3)ccc2Cl)c1,75
CC(C)Oc1ccc(C2CC(=O)N(c3ccccc3)C2=O)cc1 (configuration not stated),-5
Cc1ccc(-c2nn(-c3ccccc3)cc2CN(Cc2ccccc2)C(=O)c2ccco2)o1,3
CS(=O)(=O)N(Cc1ccc(Cl)cc1)c1ccc(C(=O)NCCC2=CCCCC2)cc1,-5
Nc1ccc(C2CCCc3nonc32)c2nonc12 (configuration not stated),2
Cc1ccc(C(=O)Nc2sc3c(c2C(=O)NCc2ccco2)CCCC3)cc1,35
Cc1cccc(NC(=O)CC2SC(=NC3CCCCC3)NC2=O)c1 (configuration not stated),-2
Cc1ccc(CNC(=O)/C(C#N)=C/c2ccc(C)s2)cc1,-6
SMILES,miR-122 sensor
Cc1[nH]n(-c2ccc([N+](=O)[O-])cc2)c(=O)c1C=NCCN1CCN(C(=O)c2ccccc2F)CC1,-3
Cc1ccc(-n2c(C)nn(-c3ncc(C(F)(F)F)cc3Cl)c2=O)cc1,0
Cc1nnc(SCc2nnc(-c3ccccc3)o2)n(N)c1=O,0
CSc1nsc(SCC(=O)Nc2ccc3c(c2)OCCO3)n1,-1
CC(C)(C)c1nc2ccccc2[nH]1,-6
Cc1cc(C(F)(F)F)nc(SCc2ccc(C(=O)O)o2)n1,-7
CNC(=O)NCCN1CCCC1=O,0
COC(=O)C1=C(C)OC(N)=C(C#N)C1c1ccccc1 (configuration not stated),-21
COc1ccc2oc3cc(C)[n+]([O-])c(-c4ccc(C)cc4)c3c2c1,-8
Cc1ccc(-c2cc(C(=O)N3CCOCC3)c3ccccc3n2)cc1,0
COc1ccc(OC)c(C2SCCN2S(=O)(=O)c2cccc(C(F)(F)F)c2)c1 (configuration not stated),1
CCc1nc2oc3cc(OC)ccc3c(=O)c2c(=O)n1Cc1ccco1,2
CCOC(=O)c1nn(-c2ccc(C)cc2)cc1C(=O)c1ccccc1,24
COCCNC(=O)CN(C(=O)CCC(=O)Nc1cc(C)on1)c1ccccc1C,38
CC1(C)N=C(N)N=C(N)N1c1ccccc1,43
O=C(CSc1nnc(-c2ccncc2)n1-c1ccc(Cl)cc1)NCc1cccs1,-3
O=C(O)c1cc2c(ccc3ccccc32)oc1=O,-8
CCNc1nc(NCC)nc(Oc2ccc(OCC)nn2)n1,-3
COC(=O)c1c(C)[nH]c(C)c1-c1ccc(C)cc1,-8
COc1ccc(-c2c(C)nn(-c3ccccc3)c2N)cc1OC,-4
COCCSc1ccccc1C(=O)Nc1cccnc1,-4
O=C(COC(=O)C1CCC1)Nc1ccc(OC(F)F)cc1,-6
Clc1cc(Cl)cc(CSc2nnc(-c3sccc3-n3cccc3)o2)c1,3
O=C(Nc1cccc(S(=O)(=O)C(F)F)c1)c1ccc(S(=O)(=O)N2CCOCC2)cc1,0
COc1ccccc1CNC(=O)C1CCN(C(=O)N(C)C)CC1,-12

# Ordered by the number under miR-122 sensor (low to high): three from the list above.
SMILES,miR-122 sensor
COC(=O)c1c(C)[nH]c(C)c1-c1ccc(C)cc1,-8
O=C(Nc1cccc(S(=O)(=O)C(F)F)c1)c1ccc(S(=O)(=O)N2CCOCC2)cc1,0
COCCNC(=O)CN(C(=O)CCC(=O)Nc1cc(C)on1)c1ccccc1C,38

# New compounds follow:
SMILES,miR-122 sensor
O=C(COc1ccccc1)N(Cc1ccco1)c1ccc(O)cc1,3
CCOC(=O)c1cnn(-c2ncnc3sc(CC)cc23)c1N,2
Cc1cc(C)c2c(n1)nn1c(N3CCN(c4ccccc4C)CC3)cc(C)nc21,-17
CCCCn1nnc(NC(=O)c2ccc(-c3cccc(Cl)c3)o2)n1,4
Clc1ccccc1-c1nc(-c2ccccc2)n[nH]1,11
COc1cc(Cn2c(N)c(C#N)c3nc4ccccc4nc32)cc(OC)c1,-3
CNC(=O)c1c(C)nc(SCC(=O)NCc2ccc(OC)cc2)c(C#N)c1-c1ccco1,-7
CCOC(=O)Nc1ccc(Oc2ccccc2)cc1,-6
Cc1cc(=O)[nH]c(N/N=C/c2ccco2)n1,-5
CCOC(=O)Cc1nnc(NC(=O)CSc2nnc3c4ccccc4n(C(C)C)c3n2)s1,-7
CC(O)Cn1ccccc1=N (configuration not stated),0
COc1ccccc1N1CCN(C2CCN(C(=O)c3cccs3)CC2)CC1,-7
Cc1ccc(C(=O)NCCCC(=O)O)o1,0
Cc1ccc(-c2nnc(SCC(=O)N3c4ccccc4NC(=O)C3(C)C)n2N)cc1,2
COc1ccc(C(=O)O)cc1S(=O)(=O)NCCCN1CCCC1=O,-1
O=C(/C=C/N1CCOCC1)c1ccc(-c2ccccc2)cc1,-2
CCOC(=O)Cc1nnc(NC(=O)COc2ccc(OC)cc2)s1,-6
C=CCSC1=C(C#N)C(c2ccccc2Cl)CC(=O)N1 (configuration not stated),-1
COC(=O)c1ccc(C)c(NC(=O)c2ccc(Cl)c([N+](=O)[O-])c2)c1,-5
CCCNc1nc2c(c(=O)[nH]c(=O)n2C)n1CCC(C)C,-6
CCOc1ccc(N(CC(=O)NCc2ccc(OC)cc2)S(=O)(=O)c2c(C)noc2C)cc1,-5
CCOc1ccc(NC(=O)N(CC(C)C)CC(C)C)cc1,5
CCN1CC(C)C(O)(c2ccccc2)CC1C (configuration not stated),2
COc1ccc(N2CCN(C(=O)c3ccc(S(=O)(=O)N4CCOCC4)cc3)CC2)cc1,-3
COc1ccc(NS(=O)(=O)c2ccc3oc(SC4CCOC4=O)nc3c2)cc1 (configuration not stated),2
SMILES,miR-122 sensor
COC(=O)c1sccc1-n1cccc1C(=O)N1CCOCC1,1
CCOc1ccccc1NC(=O)CSc1nc2cccnc2n1C,10
Cc1nn(C)cc1CNC(=O)Nc1ccc(Br)cc1Cl,-9
c1cnc(Oc2ccc3oc4ccccc4c3c2)nc1,0
CC(C)n1cc(/C=N/Nc2ccc(Cl)c(C(=O)O)c2)c2ccccc21,-8
Cc1ccccc1-n1c(SCC(=O)NCc2cccs2)nnc1-c1ccncc1,0
CC(C)c1nnc(NC(=O)CCN2C(=O)c3ccccc3C2=O)s1,1
S=C(c1ccc2c(c1)OCO2)N1CCCCC1,-10
Cc1cccc(Nc2nc(N)nc(CSc3nccc(C)n3)n2)c1,13
Nc1ccnn1Cc1ccc(Br)s1,3
CNc1nc(C)c(C(=O)OCC(=O)OC)s1,1
O=C(Nc1ccc(N2CCOCC2)cc1)Nc1ccc2nc(-c3ccco3)c(-c3ccco3)nc2c1,-12
Cc1ccccc1Nc1nnc(SCC(=O)N(C)C2CCS(=O)(=O)C2)s1 (configuration not stated),-6
CCCCC(c1nnnn1C1CCCC1)N1CCN(C2CCCC2)CC1 (configuration not stated),2
CCc1ccc(/C=N\NC(=O)c2ccc(Br)o2)s1,2
COC(=O)C1=C(O)/C(=C\c2ccc(CNC(=O)C(=O)Nc3ccc(C)c(C)c3)o2)N=C1C,-8
CCc1c(C)nc2cc(-c3cccs3)[nH]n2c1=O,-7
O=C(CCC(=O)Nc1ccccc1)NNC(=O)c1ccco1,-5
CC(C)=CCC/C(C)=C/C=N/NC(=O)c1cccc([N+](=O)[O-])c1,-4
O=C(c1c(F)c(F)c(F)c(F)c1F)N1CCc2ccccc21,1
COC(=O)c1ccccc1NC(=S)NC(NC(=O)COc1ccccc1)C(Cl)(Cl)Cl (configuration not stated),7
Cc1nn(Cc2c(F)c(F)c(F)c(F)c2F)c(C)c1NC(=O)c1ccc(COc2ccc(F)cc2)o1,-2
CC(C)OC(=O)CN1C(=O)C(=O)c2ccccc21,22
CNC(=O)/C=C1\NC(C)(C)Cc2c1ccc1ccccc21,-2
COCCn1c(C)cc(C(=O)COC(=O)c2n[nH]c3ccccc23)c1C,-4
SMILES,miR-122 sensor
CCOC(=O)N1CCN(CCC(=O)Nc2ccc(C)cc2)CC1,-4
OCCN(CCO)Cc1csc2ccccc12,6
COc1ccc(CNC(=O)Cn2cc([N+](=O)[O-])nc2C)cc1,-4
CCc1ccc2c(c1)cc(CN(C(=S)Nc1ccccc1Cl)C1CC1)c1nnnn12,-1
O=C(Cn1cncc1-c1ccc([N+](=O)[O-])cc1)Nc1cccc2ccccc12,2
OCC[C@@H]1C[C@H](O)[C@@H](O)[C@]2(Cc3ccccc3O2)O1,5
CC(C)C(NC(=O)C1CCCCC1)C(=O)NC1CCCC(C)C1C (configuration not stated),-1
Cc1ccc2[nH]c(=O)c(CN(Cc3nnnn3C3CCCC3)C3CCCCC3)cc2c1,4
O=C(Nc1ccc2nc(C3CC3)n(Cc3ccc(F)cc3)c(=O)c2c1)c1ccco1,-4
O=C(CSc1nc2c(cnn2-c2ccc(F)cc2)c(=O)[nH]1)N1CCCc2ccccc21,9
CN(Cc1nc2ccccc2c(=O)[nH]1)C(=O)c1ccc(S(=O)(=O)N(C)C)cc1,-5
Cc1cccc2c1nc(-c1ccccc1)n1nnnc21,6
CCOc1cc(NC(=S)NCC2CCCO2)c(OCC)cc1NC(=O)c1ccccc1 (configuration not stated),-2
Cc1cccc(C2c3[nH]c4ccccc4c3CCN2Cc2cnn(-c3ccc(F)cc3)c2)n1 (configuration not stated),3
COc1cc(NC(=O)c2cccs2)cc(OC)c1,4
O=C(Nc1ccc(Cl)c(Cl)c1)Nc1nc(-c2ccccc2)cs1,-11
CN(C)c1nc(Oc2ccc(=O)n(-c3ccccc3)n2)nc(N2CCOCC2)n1,-7
CCC(C)NC(=O)CCC(=O)Nc1ccc2nc(N3CCOCC3)cc(C)c2c1 (configuration not stated),-1
O=C(CCCCCn1c(=O)[nH]c2ccccc2c1=O)N1CCN(Cc2ccc3c(c2)OCO3)CC1,-4
Cc1cc(N2C(=O)C3C4C=CC(C4)C3C2=O)no1 (configuration not stated),-3
Cc1cccc(-n2c(SCC(N)=O)nnc2-c2ccccn2)c1C,-3
CNC(=O)c1cc2cccc(OC)c2oc1=O,-5
CC(C)C(=O)Nc1ccc(-c2csc(-c3ccccc3)n2)cc1,-7
COc1cc(NC(=O)c2ccc3c(c2)OCO3)ccc1NC(=O)c1ccco1,-2
CCC(C)(C(=O)NC1CCCC1)N(CC1CCCO1)C(=O)CNC(=O)c1ccccc1 (configuration not stated),1
SMILES,miR-122 sensor
CCOC(=O)c1cccc(NC(=O)CN2CCN(c3ccc(OC)cc3)CC2)c1,-4
Cc1nc2c3ccccc3nc(SCC(=O)c3ccc(Cl)cc3)n2n1,-3
CCCC(=O)C1CCN(Cc2ccccc2)CC1,4
COc1cccc(-n2c(SCc3c(C)noc3C)nnc2-c2cccc(S(=O)(=O)N(C)C)c2)c1,-2
Cc1cc(N2CCCCC2)nc(SCC(=O)c2ccccc2)n1,3
COC(=O)CCCCCCCCC(=O)Nc1nc2ccccc2s1,-4
CCCCCCCc1nn2c(=O)cc(O)nc2s1,-10
COc1ccc(C(=O)CSC2=C(C#N)C3(CCCCC3)C(C#N)=C(N)N2)cc1,11
COc1ccccc1CNC(=O)C(=O)NCC1CCCO1 (configuration not stated),3
CCCCN1C2=C(C(=O)CCC2)C(c2ccc(Cl)c(Cl)c2)C2=C1c1ccccc1C2=O (configuration not stated),-1
COc1ccc(N2C(=O)CN=C2Nc2nc(C)cc(C)n2)cc1OC,3
Nn1c(=O)c2ccccc2n2c(SCc3ccccc3)nnc12,-4
COc1cc(N=Cc2c(O)[nH]c3ccccc23)cc(OC)c1OC,-5

# Compounds from the list above that have a furan ring, fused or not (19):
SMILES,miR-122 sensor
COCc1c(C(=O)OCc2nc(N)nc(Nc3ccccc3C)n2)oc2ccccc12,1
Cc1ccc(-c2nn(-c3ccccc3)cc2CN(Cc2ccccc2)C(=O)c2ccco2)o1,3
Cc1ccc(C(=O)Nc2sc3c(c2C(=O)NCc2ccco2)CCCC3)cc1,35
Cc1cc(C(F)(F)F)nc(SCc2ccc(C(=O)O)o2)n1,-7
COc1ccc2oc3cc(C)[n+]([O-])c(-c4ccc(C)cc4)c3c2c1,-8
CCc1nc2oc3cc(OC)ccc3c(=O)c2c(=O)n1Cc1ccco1,2
O=C(COc1ccccc1)N(Cc1ccco1)c1ccc(O)cc1,3
CCCCn1nnc(NC(=O)c2ccc(-c3cccc(Cl)c3)o2)n1,4
CNC(=O)c1c(C)nc(SCC(=O)NCc2ccc(OC)cc2)c(C#N)c1-c1ccco1,-7
Cc1cc(=O)[nH]c(N/N=C/c2ccco2)n1,-5
Cc1ccc(C(=O)NCCCC(=O)O)o1,0
c1cnc(Oc2ccc3oc4ccccc4c3c2)nc1,0
O=C(Nc1ccc(N2CCOCC2)cc1)Nc1ccc2nc(-c3ccco3)c(-c3ccco3)nc2c1,-12
CCc1ccc(/C=N\NC(=O)c2ccc(Br)o2)s1,2
COC(=O)C1=C(O)/C(=C\c2ccc(CNC(=O)C(=O)Nc3ccc(C)c(C)c3)o2)N=C1C,-8
O=C(CCC(=O)Nc1ccccc1)NNC(=O)c1ccco1,-5
Cc1nn(Cc2c(F)c(F)c(F)c(F)c2F)c(C)c1NC(=O)c1ccc(COc2ccc(F)cc2)o1,-2
O=C(Nc1ccc2nc(C3CC3)n(Cc3ccc(F)cc3)c(=O)c2c1)c1ccco1,-4
COc1cc(NC(=O)c2ccc3c(c2)OCO3)ccc1NC(=O)c1ccco1,-2

# Screening data: PubChem BioAssay, Broad Institute
